# ABHD5-PLIN5 inh: blocks binding of human ABHD5 to perilipin-5; Q00G26+Q8WTS1; Split G. princeps luciferase complementation, luminescence, 4 h; 360,000 tested, 0.78% active; inhibition, % at 4 µM;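 active = inhibition above the mean inhibition across every tested compound plus 3 SD, cut at about 22% in these data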;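 also: 0% = DMSO only wells and the 100% control is not disclosed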
# MC4R antagonist: human MC4R antagonism in cAMP assay | MC4R-expressing cells, MTII-stimulated cAMP, LANCE TR-FRET | P32245 | inhibition, % at 6.5 µM | 360,000 tested, 0.48% active;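 active = inhibition above its plate's cutoff, the mean of tested wells on that plate plus 3 SD, cut at about 29% in these data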;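 also: 0% = Melanotan II alone and 100% = Melanotan II plus saturating MCL0020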
#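 Assay system: human MC4R-expressing U2OS cells; reagent: Melanotan II stimulation of cells; dosing: 6.5 µM single dose; timing: compound 30 min, challenge 1 h, detection 1 h; signal: TR-FRET cAMP assay; replicates: one well per compound, no replicates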
# aDG glyco act: increases alpha dystroglycan glycosylation; Pro5-aDG cells, alpha-DG glycosylation AlphaScreen (IIH6); 0% Pro5, 100% B10-LARGE cell signal; activation, % at 10 µM; 360,000 tested, 0.22% active;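 active = activation of at least 8% versus controls, or a plate z-score of at least 8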;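 also: Pro5 are CHO cells carrying HIG-tagged alpha-DG that lacks glycosylation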
# Glyco luc inh: N-linked glycosylation inhibition; D54 ERlucT glycosylation luciferase reporter, 24 h; percent of 100 nM tunicamycin response; reporter increase, % at 12.5 µM; 360,000 tested, 0.23% active;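 active = mean luciferase reporter signal, scaled so untreated is 0 and the glycosylation-blocking control 100, at or above a set limit in every replicate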;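 also: luciferase carries N-glycosylation sites so blocking glycosylation raises the light; 0% = median of neutral control wells and 100% = median of 100 nM tunicamycin wells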
# TLR9-MyD88 inh: blocks human TLR9 binding to MyD88; CHO BLA complementation TLR9-MyD88, CCF4 FRET ratio; inhibition, % at 4.98 µM; 340,000 tested, 0.21% active; AID 504734;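 active = inhibition above the mean over all tested compounds plus 3 SD, cut at about 21% in these data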;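 also: 0% = DMSO only wells and 100% = clavulanate BLA inhibitor control wells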
# MC4R ag barr: activates human MC4R beta-arrestin recruitment; P32245; U2OS MC4R beta-arrestin complementation, luminescence; percent of melanotan II response, DMSO zero; activation, % at 8.9 µM; 360,000 tested, 0.98% active; AID 540308;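 active = activation above a per-plate cutoff, the mean activation of sample wells on that plate plus 3 SD, cut at about 8% in these data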
# NOD2 RIPK2 PPI: NOD2-RIPK2 protein interaction inhibition; O43353; CHO BLA complementation NOD2-RIPK2, CCF4 ratio; inhibition, % at 4.98 µM; 360,000 tested, 0.38% active; AID 624267; in the data active = inhibition above about 21%;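 also: 0% = vehicle only and 100% = reference blocker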
# ABCB6 inh 2: human ABCB6 transporter inhibition. K562-ABCB6 porphyrin accumulation, flow cytometry, 1 h; active compounds read low. 360,000 tested, 0.19% active. fluorescence ratio to DMSO, % at 10 µM. Q9NP58. AID 602162;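 active = fluorescence ratio to DMSO below 75%, the collection mean minus 3 SD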;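 also: signal is porphyrin accumulated inside mitochondria; 100% equals median channel fluorescence of DMSO control wells; lower ratio means ABCB6 inhibition with less porphyrin fluorescence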
# Target sequence (Q9NP58 whole entry, looked up): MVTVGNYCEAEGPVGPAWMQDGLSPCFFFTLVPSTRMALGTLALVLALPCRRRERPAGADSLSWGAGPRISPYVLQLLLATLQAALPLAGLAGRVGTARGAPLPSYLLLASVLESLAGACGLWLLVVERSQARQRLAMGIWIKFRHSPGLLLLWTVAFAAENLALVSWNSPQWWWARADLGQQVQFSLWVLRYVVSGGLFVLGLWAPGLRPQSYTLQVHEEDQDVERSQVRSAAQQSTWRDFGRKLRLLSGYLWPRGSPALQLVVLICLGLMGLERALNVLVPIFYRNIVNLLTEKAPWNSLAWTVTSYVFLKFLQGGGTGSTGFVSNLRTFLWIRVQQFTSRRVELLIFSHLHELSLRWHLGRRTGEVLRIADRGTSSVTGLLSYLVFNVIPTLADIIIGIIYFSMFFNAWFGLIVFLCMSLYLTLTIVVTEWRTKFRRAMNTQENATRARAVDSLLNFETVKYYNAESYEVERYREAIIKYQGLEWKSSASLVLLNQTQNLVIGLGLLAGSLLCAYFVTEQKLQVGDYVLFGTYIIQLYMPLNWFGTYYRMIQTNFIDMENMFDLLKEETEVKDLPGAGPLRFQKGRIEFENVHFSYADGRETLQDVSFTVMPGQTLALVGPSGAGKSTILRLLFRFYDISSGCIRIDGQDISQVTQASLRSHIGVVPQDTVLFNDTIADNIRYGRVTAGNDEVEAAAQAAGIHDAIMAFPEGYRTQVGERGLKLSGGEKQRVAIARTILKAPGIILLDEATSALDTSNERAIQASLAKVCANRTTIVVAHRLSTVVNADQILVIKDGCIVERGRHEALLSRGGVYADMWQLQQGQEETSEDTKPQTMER
# Granule exo inh: lytic granule exocytosis inhibition; inhibition, % at 10 µM; TALL-104 LAMP-1 surface exposure, flow cytometry; cells stimulated with thapsigargin and PMA; AID 651702; 360,000 tested, 0.66% active;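 active = inhibition above about 55%, limit read from the data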
# Vif imaging: blocks HIV Vif function; AID 602346; inhibition, % at 7.49 µM; HEK293T cells, Vif self-association by quenched fluorescence, imaging, 24 h; 340,000 tested, 0.35% active; in the data active = inhibition above about 50%, passing the limit was not always enough; also: some results filed as inactive read as strong as hits
# The depositor's hits bear a star; . = no result given.
SMILES,ABHD5-PLIN5 inh,MC4R antagonist,aDG glyco act,Glyco luc inh,TLR9-MyD88 inh,MC4R ag barr,NOD2 RIPK2 PPI,ABCB6 inh 2,Granule exo inh,Vif imaging
C/C(=N\NC(=O)COc1ccc(C(C)(C)C)cc1)c1ccc(N2CCOCC2)cc1,-1,8,-0.1,-1,0,3.2,1,97,4,-1
CC(OC(=O)CSc1ccc([N+](=O)[O-])cc1)C(=O)NCc1ccco1 (configuration not stated),-4,0,0.0,1,-7,-1.1,4,94,2,-1
C=CCN(C(=O)CSc1nc2ccsc2c(=O)n1Cc1ccc(C(=O)O)cc1)c1ccccc1,0,7,-0.2,2,2,-1.2,10,77,4,4
Nc1ccccc1CCc1ccccc1N,6,-3,-0.1,4,-6,2.3,-3,102,0,.
COc1ccc(S(=O)(=O)N(C)c2ccc(C(=O)NC3CC3)cc2)cc1,-1,11,-0.8,-2,-9,-1.7,-8,103,1,-8
Cc1ccc(C)c(NC(=S)NNC(=O)c2ccc(Br)o2)c1,-8,7,0.0,2,-1,-2.0,-11,104,-2,1
CN1CCC(N(C)C(=O)c2ccc(Cl)c(S(=O)(=O)Nc3cc(Cl)ccc3Cl)c2)CC1,5,5,0.0,3,-11,-2.1,-13,95,2,19
Cc1nc2ccccc2n1Cc1ccc(Br)cc1,5,-1,2.5,-2,-6,-2.3,4,93,-2,6
Nc1[nH]ncc1-c1ccc(Cl)cc1,-4,8,-0.2,2,-6,-0.8,-4,99,-2,0
COc1cc(C(=S)N2CCOCC2)ccc1OS(=O)(=O)c1ccc(NC(C)=O)cc1,6,8,0.4,0,4,-1.1,-3,99,3,-10
COc1cc(Nc2ccn3nc(-c4ccc(F)cc4)cc3n2)cc(OC)c1OC,3,14,-0.2,1,.,7.0,5,97,-4,-5
COc1ccc(C2C(C#N)=C(N)Oc3cc(O)ccc32)cc1 (configuration not stated),-1,6,-0.2,1,2,-1.1,-3,100,-3,-2
COCCn1c(SC(C)C(=O)NCC2CCCO2)nc2sc3c(c2c1=O)CCC3 (configuration not stated),4,2,0.1,0,3,-0.1,-10,99,59*,0
Cc1ccc(CC2S/C(=C(/C#N)C(=O)N3CCOCC3)N(c3ccccc3)C2=O)cc1 (configuration not stated),0,23,-0.2,1,-8,0.8,-10,99,-1,-8
CCC/C=C/c1ccc(CN2C(C)C(=O)N(Cc3cn(CCOCOC)nn3)CCS2(=O)=O)cc1 (configuration not stated),-9,11,0.2,-1,-5,-1.2,7,95,3,-20
O=C(C[n+]1ccc(CCSc2ccc(F)cc2)cc1)c1ccccc1,4,1,-0.3,-1,-2,-1.5,-1,104,-5,2
CCOc1ccc2nc(NC(=O)c3cccnc3)sc2c1,2,11,-0.2,-5,-14,0.5,-7,104,0,-5
CC1CCCCC12NC(=O)N(CC(=O)NCCc1ccccn1)C2=O (configuration not stated),-6,-1,0.0,2,2,0.0,-12,99,2,-3
Nc1ccccc1SCc1csc(-c2ccc(Cl)cc2)n1,-14,11,-0.1,2,6,-0.4,-1,97,0,-6
CC(C)c1noc2ncc(C(=O)c3cc(Cl)cc(Cl)c3O)cc12,-2,-5,-0.3,3,5,-2.5,-10,105,2,-14
COc1ccccc1N(CC(=O)NCCc1ccccc1)S(C)(=O)=O,-2,0,-0.1,0,-5,-0.6,13,98,3,2
COC(=O)c1ccccc1NC(=O)Cn1c(=O)n(CCC(=O)NC2CCN(Cc3ccccc3)CC2)c(=O)c2ccccc21,4,5,-0.1,-5,3,-0.1,7,98,-1,9
COC(=O)NC(=S)Nc1ccc(Oc2ccc(Cl)cc2Cl)c(Cl)c1,-4,-10,-0.1,3,-1,-4.1,4,102,-1,-16
O=C(NCc1ccccc1Cl)c1ccc2c(c1)OCO2,5,5,0.2,1,-5,-1.3,-2,95,-1,8

# Shown bar-delimited: entries from further up.
mol | ABHD5-PLIN5 inh | MC4R antagonist | aDG glyco act | Glyco luc inh | TLR9-MyD88 inh | MC4R ag barr | NOD2 RIPK2 PPI | ABCB6 inh 2 | Granule exo inh | Vif imaging
COCCn1c(SC(C)C(=O)NCC2CCCO2)nc2sc3c(c2c1=O)CCC3 (configuration not stated) | 4 | 2 | 0.1 | 0 | 3 | -0.1 | -10 | 99 | 59* | 0
Cc1ccc(CC2S/C(=C(/C#N)C(=O)N3CCOCC3)N(c3ccccc3)C2=O)cc1 (configuration not stated) | 0 | 23 | -0.2 | 1 | -8 | 0.8 | -10 | 99 | -1 | -8
CCC/C=C/c1ccc(CN2C(C)C(=O)N(Cc3cn(CCOCOC)nn3)CCS2(=O)=O)cc1 (configuration not stated) | -9 | 11 | 0.2 | -1 | -5 | -1.2 | 7 | 95 | 3 | -20
O=C(C[n+]1ccc(CCSc2ccc(F)cc2)cc1)c1ccccc1 | 4 | 1 | -0.3 | -1 | -2 | -1.5 | -1 | 104 | -5 | 2

# Continued:
SMILES,ABHD5-PLIN5 inh,MC4R antagonist,aDG glyco act,Glyco luc inh,TLR9-MyD88 inh,MC4R ag barr,NOD2 RIPK2 PPI,ABCB6 inh 2,Granule exo inh,Vif imaging
CC12CCC(=O)N1C(C(=O)Nc1cc(Cl)ccc1N1CCOCC1)CS2 (configuration not stated),1,2,0.2,1,10,-3.3,-13,92,-16,.
CC(O)(c1ccc(F)c(F)c1)c1nc(-c2cccc(C(=O)O)c2)cs1 (configuration not stated),0,6,0.3,1,.,0.7,-30,108,0,0
Cc1ccc(-c2nc(NC(=O)c3ccc(S(=O)(=O)N(CCC#N)CCC#N)cc3)sc2-c2ccccc2)cc1,7,9,0.5,11,4,-2.0,-10,97,0,1
O=S(=O)(c1ccccc1F)N1CCN(Cc2cc3c(cc2O)OCO3)CC1,16,4,0.2,-1,0,-1.0,-14,97,4,4
COc1cccc(Cc2n[nH]c(=S)n2Cc2ccco2)c1,-3,4,0.1,0,-4,-0.9,-12,90,0,-10
COC(=O)[C@@]12C[C@@H](CC(=O)NCc3cccs3)C(=O)N(Cc3cccc4ccccc34)C1=CCC(C)(C)C2,2,.,0.1,.,.,.,-1,.,10,.
Cc1cccc(C)c1-n1ncc(C(=O)NC2CCCC2)c1C1CCNCC1,3,0,0.0,2,0,0.7,0,97,-2,2
O=C(CN1CCC(O)(c2ccc3c(c2)OCO3)CC1)NC1CCCCC1,-1,1,0.0,2,0,0.5,1,104,0,0
CN(Cc1c(C(=O)N/N=C/c2cccc(O)c2)nnn1-c1nonc1N)c1ccccc1,-1,3,1.2,2,3,-3.0,-11,103,31,-4
CC(NC(=O)Cc1ccc(F)cc1)c1ccc(F)cc1 (configuration not stated),0,-5,0.1,2,-7,-0.8,8,100,0,45
CCOc1ccc(C(=O)Nc2cc(C)ccn2)cc1,2,12,-0.1,-20,-8,-3.4,-4,101,0,5
Cn1c(Cn2c(=O)sc3ccccc32)nnc1SCC(=O)NCc1ccccc1,4,4,0.0,2,-7,-0.4,9,101,-2,-5
CC(=O)N1CCN(C(=O)c2ccc(-c3cccc(C(F)(F)F)c3)o2)CC1,-7,6,-0.1,0,-10,-2.7,9,101,-13,2
CCN(CC)c1ccc(NC(=O)Cn2ncc3c(C)n(Cc4ccccc4F)c(C)c3c2=O)c(C)c1,-2,3,-0.3,-1,10,-0.5,-4,102,-1,-5
Cc1sc2ncnc(N3CCN(S(=O)(=O)c4ccc(Br)cc4)CC3)c2c1C,-7,11,4.4,-5,-5,-3.3,-6,95,5,-11
Cc1ccc(-n2ncc3c2CC(C)(C)CC3NC(=O)CCc2c(C)noc2C)cc1 (configuration not stated),-7,3,0.0,-1,-1,-1.5,-4,97,-15,-6
CNc1oc(-c2ccccc2Cl)nc1P(=O)(c1ccccc1)c1ccccc1,-5,6,0.4,-5,4,-0.6,14,94,-1,.
O=S1(=O)[C@H]2C[C@@H]3C=C[C@@]2(CN1Cc1ccc(Cl)cc1)O3,-6,-1,-0.1,2,-4,-0.8,1,90,-2,5
COc1cccc(NC(=O)CN(C)C(=O)c2ccc3ccccc3c2)c1,1,-10,0.3,3,7,-3.5,-7,88,0,2
O=C(Cn1nnc(-c2ccncc2)n1)N(C1CCCCC1)C1CCCCC1,3,3,0.0,-1,2,-0.9,-6,102,-1,-15
N#CC1=C(N)C2=C(N3CCCCC3)CCCC2C1(C#N)C#N (configuration not stated),-8,1,0.5,2,-2,-0.8,-5,96,2,0
O=C(CCCOc1ccc(Cl)cc1Cl)NN1CCOCC1,0,14,0.0,-1,2,-0.5,-3,101,22,10
CCC(C)C(=O)Nc1cc(OC)c(OC)cc1C(=O)O (configuration not stated),0,6,0.1,0,3,0.3,-1,100,-3,5
COc1ccc(CN2CCNC(=O)C2CC(=O)NC2CCC2)c(OC)c1 (configuration not stated),0,-4,-0.1,3,-2,0.4,-1,96,2,0
CC(=O)Nc1ccc(S(=O)(=O)c2ccc([N+](=O)[O-])cc2)cc1,1,0,0.2,3,-4,-0.5,-7,97,-10,.
CCOc1ccc(NC(=O)c2ccccc2NS(C)(=O)=O)cc1,2,6,-0.1,1,8,-3.2,-1,99,2,1
O=C(CCNS(=O)(=O)c1ccc(Cl)cc1)Nc1ccncc1,-2,5,0.0,0,-5,-0.2,-10,95,-8,4
O=C(NCc1cccc(C(F)(F)F)c1)C1CCCN(c2cnccn2)C1 (configuration not stated),-3,6,0.4,-2,-2,-0.7,12,89,-2,-2
CCOC(=O)c1ccc(NC(=O)c2ccc(CN3CCOCC3)cc2)cc1,-7,-2,0.8,-1,11,-1.1,2,89,-3,-3
CN(NC(=O)C(=O)NCc1ccco1)C(=O)Nc1ccc(Cl)cc1,-2,.,-0.1,-1,.,.,-20,94,-11,4
Cc1cccc(-n2c(CCn3nc(C)c([N+](=O)[O-])c3C)n[nH]c2=S)c1,-10,1,-0.1,1,4,-1.3,9,104,-1,1
CCCN1C(=O)C2(SC(NC(C)=O)=NN2C(C)=O)c2cc(C)cc(C)c21 (configuration not stated),6,6,0.5,-5,-3,1.6,-1,100,-3,-3
O=c1cc(Nc2ccc3c(c2)OCCO3)[nH]c(=O)n1-c1ccc(Br)cc1,-4,16,-0.2,-2,-1,-0.6,4,106,-7,-2
COc1ccc(N2CCN(S(=O)(=O)CCNC(=O)c3ccco3)CC2)cc1,3,7,0.0,0,-1,1.2,-5,97,-2,-4
COc1ccccc1NC(=O)NC1(C)CCS(=O)(=O)C1 (configuration not stated),2,6,0.1,0,5,-1.9,-8,95,-4,18
O=C(Cc1ccc(Cl)cc1)NCCCn1ccnc1,3,0,-0.2,4,-6,-1.7,1,104,0,-4
COc1ccc(Cl)cc1NC(=O)CN1C(=O)CCS(=O)(=O)c2ccccc21,-6,3,-0.2,-5,1,-2.5,-1,84,7,-7
CCO[C@H]1OC(C(=O)N2CCCCCCC2)=C[C@@H](c2ccccc2)[C@@H]1CCCO,-5,-4,0.1,-1,-2,-1.2,-11,101,1,-4
CN1CCC[C@H]1CCNC(=O)c1c(-c2ccsc2)sc2ccccc12,4,-1,0.0,1,0,-1.2,6,95,-2,2
O=C(CC1Sc2ccccc2NC1=O)NNc1ccc(Cl)cc1Cl (configuration not stated),3,3,-0.3,13,8,0.3,-1,92,0,-5
CCCOc1ccc(N2C(=O)C3ON(c4ccccc4)C(c4ccc(O)c(OC)c4)C3C2=O)cc1 (configuration not stated),-9,2,0.1,1,-2,-1.5,0,111,-2,.

# High-throughput results from PubChem.

# The list is partial. The share of hits here may be higher or lower than overall.
